# GPR151 ag – activators of human GPR151, primary screen, cell-based, PathHunter beta-arrestin, luminescence. G-protein coupled receptor 151 (Homo sapiens), Q8TDV0. PathHunter beta-arrestin GPR151 cells. activation, % at 11.2 µM. 1% of 650,000 active. AID 1508602, 2020; in the data active means activation above about 4.9%;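 further: 0% = median of compound wells and 100% = cells with positive control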
# Target sequence (Q8TDV0 whole entry, looked up): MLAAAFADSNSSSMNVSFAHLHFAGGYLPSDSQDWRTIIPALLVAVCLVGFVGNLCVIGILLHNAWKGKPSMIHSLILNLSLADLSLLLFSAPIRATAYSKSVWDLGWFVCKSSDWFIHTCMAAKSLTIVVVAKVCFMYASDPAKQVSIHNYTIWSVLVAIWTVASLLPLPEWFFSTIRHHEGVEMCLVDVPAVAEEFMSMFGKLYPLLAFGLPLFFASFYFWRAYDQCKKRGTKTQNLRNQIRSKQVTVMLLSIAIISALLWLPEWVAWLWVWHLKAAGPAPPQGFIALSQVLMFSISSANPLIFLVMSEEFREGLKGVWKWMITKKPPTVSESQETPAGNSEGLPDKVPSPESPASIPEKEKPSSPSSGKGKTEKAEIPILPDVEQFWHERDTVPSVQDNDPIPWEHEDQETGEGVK
# FBW7 activator – FBW7 E3 ligase activators, primary screen, biochemical, AlphaScreen, human; F-box/WD repeat-containing protein 7 (Homo sapiens), Q969H0; AlphaScreen FBW7–phospho-cyclin E peptide binding, activator screen; normalized activity (activation), % at 26.1 µM; 0.13% of 650,000 active; AID 1259310, 2017; in the data active means normalized activity above about 1.9%;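 further: purified mutant Fbw7 with reduced substrate affinity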
# MITF primary – MITF inhibitors, primary screen, biochemical, AlphaScreen, human; Microphthalmia-associated transcription factor (Homo sapiens), O75030; AlphaScreen MITF homodimerization, bead proximity signal; 0.91% of 650,000 active; inhibition, % at 2.6 µM; in the data active means inhibition above about 50%;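 further: 0% = vehicle wells with protein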
# Target sequence (O75030 whole entry, looked up): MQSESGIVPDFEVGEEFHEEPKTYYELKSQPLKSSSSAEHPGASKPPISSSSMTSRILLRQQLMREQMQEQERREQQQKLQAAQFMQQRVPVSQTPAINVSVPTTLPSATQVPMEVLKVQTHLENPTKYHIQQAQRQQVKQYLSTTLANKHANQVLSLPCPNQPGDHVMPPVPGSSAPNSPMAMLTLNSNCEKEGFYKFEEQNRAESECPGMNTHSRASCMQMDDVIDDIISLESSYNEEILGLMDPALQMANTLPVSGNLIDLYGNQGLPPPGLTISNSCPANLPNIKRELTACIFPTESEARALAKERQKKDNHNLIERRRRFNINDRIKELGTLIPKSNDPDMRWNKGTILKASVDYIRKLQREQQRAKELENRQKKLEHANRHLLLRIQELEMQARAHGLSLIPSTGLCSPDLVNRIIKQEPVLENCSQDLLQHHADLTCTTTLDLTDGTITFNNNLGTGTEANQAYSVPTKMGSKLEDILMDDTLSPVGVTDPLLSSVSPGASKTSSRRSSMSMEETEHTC
# TEAD-YAP block – TEAD-YAP interaction inhibition, primary screen, TEAD-YAP interaction inhibitor project, luminescence, HEK-TIYL cells. TEAD-Gal4/YAP UAS-luciferase luminescence. inhibition, % at 9.12 µM. 1.4% of 640,000 active. AID 1259422, 2018; in the data active means inhibition above about 32%;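 further: 0% = median of test compound wells and 100% = reference inhibitor wells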
# * marks the source's active call; other numbers are inactive results; · = no result given; & = joins results of further samples.
# Results follow in this order: GPR151 ag, FBW7 activator, MITF primary, TEAD-YAP block
CCOc1ccccc1OCC(=O)N/N=C/c1ccc(O)cc1
  0.2, 0.1, 8, 57*
Cc1ccc(C(NC(=O)NCCCN2CCOCC2)=C(Cl)Cl)cc1F
  -1.1, 0.4, 20, 12
Cc1cccc(OCC(=O)NCC2CCN(Cc3ccco3)CC2)c1
  -0.4, 0.0, 7, 6
CCOC(=O)CSc1nc2ccccc2n1C
  -1.0, 0.1, 16, -3
COc1cc(C(=O)O)c(Cl)cc1OC(C)C
  -1.0, -0.1, 11, 7
O=C(Nc1ccc(F)c(F)c1)C1CC12CCN(Cc1cnn(-c3ccccc3)c1)CC2 (stereo not given)
  0.2, 0.0, 5, -3
C=CCSc1nnc(NC(=O)c2nc(SCC)ncc2Cl)s1
  -0.2, -0.1, 5, -9
COc1ccc(C(=O)NC2CC2)cc1OC1CCN(C/C=C/c2ccccc2)CC1
  -0.4, -0.1, 8, -1
CCOC(=O)C1=C(c2ccccc2)N=c2s/c(=C\c3c(OCC)ccc4ccccc34)c(=O)n2C1c1c(OC)ccc2ccccc12 (stereo not given)
  0.9, 0.1, 13, 2
CC1(C)Cc2c(c(N3CCOCC3)nc3sc4c(NN)ncnc4c23)CO1
  -0.6, -0.4, 1, -20
CCOC(=O)/C(C#N)=C/Nc1c(C)n(C)n(-c2ccccc2)c1=O
  0.3&-0.1, 0.1&-0.1, 13&5, -17&4
O=C(Cn1cc2c(n1)CCCCC2)NCc1cccc(Cl)c1
  -0.3, 0.1, 14, -8
COC(=O)C1=CN(CC(C)C)C=C(C(=O)OC)C1c1ccc(OC)c(Br)c1
  2.1, 0.4, 1, 13
NC(=O)c1ccc(NC(=O)CSc2nc(N)c(NC(=O)c3ccccc3)c(=O)[nH]2)cc1
  -0.3, 0.1, 12, 10
CC(C)=NNc1nc(-c2ccc([N+](=O)[O-])cc2)cs1
  0.9, 0.0, 1, -10
CCCOCCOC(=O)C1=C(C)NC2=C(C(=O)CC(C)(C)C2)C1c1ccccc1Cl (stereo not given)
  -1.3, 0.1, -4, 1
O=c1/c(=C/c2ccc(Cl)c(Cl)c2)sc2ncnn12
  -0.8, 0.3, 4, -17
Cc1ccccc1-n1c(=S)sc2c(=O)n(-c3ccccc3)c(SCC(=O)NC3CCCCC3)nc21
  -1.2, 0.5, 2, -1
CCOC(=O)c1c(NC(=S)NCCc2ccccc2)sc2c1CC(C)(C)OC2
  -0.4, 0.1, 14, 0
Cn1c(=O)c2c(nc3n2CC(c2ccccc2)=NN3CCO)n(C)c1=O
  -1.0, 0.2, 24, 9
O=C1N/C(=C/c2cccc(Br)c2)C(=O)N1Cc1ccccc1F
  1.6, 0.4, 14, 1
O=C1c2cccc3c(Br)ccc(c23)C(=O)N1c1ccccn1
  1.6, -0.1, -10, -3
O=C(Nc1c[nH]c(=O)[nH]c1=O)c1cc([N+](=O)[O-])cc([N+](=O)[O-])c1
  0.8, 0.0, 3, -2
COC(=O)C(NC(=O)CCc1c(C)nc2ncnn2c1C)C(C)C (stereo not given)
  0.3, 0.0, 1, 8
CS(=O)(=O)N1N=C(c2ccccc2)CC1c1ccc2c(c1)OCO2 (stereo not given)
  -0.4, 0.3, 11, -47
COC(=O)c1ccc2c(c1)C(=O)N(c1cccc(N)c1)C2=O
  3.7, -0.3, -14, -1
CNC(=O)C1CCCN(S(=O)(=O)N(C)C2CCCCC2)C1 (stereo not given)
  2.5, -0.1, -1, -11
Cc1cc(C)c2c(c1)cc(CN(C(=O)C(F)(F)F)C1CCCC1)c1nnnn12
  -0.5, 0.1, -3, -28
CCc1ccc2c(c1)C(=O)C(=O)N2CC(=O)Nc1ccc(NC(=O)c2ccccn2)cc1
  -0.6, -0.1, 10, -4
CC1CCN(C(=O)CN(c2ccc(C(C)C)cc2)S(C)(=O)=O)CC1
  0.3, -0.1, 1, 2

# (listing goes on)
# Results follow in this order: GPR151 ag, FBW7 activator, MITF primary, TEAD-YAP block
Cc1cc(=O)oc2cc(Oc3ncccc3[N+](=O)[O-])ccc12
  1.9, -0.1, -1, 1
O=C1CC(c2ccc(-c3ccccc3)cc2)c2cc(Br)c3ccccc3c2N1 (stereo not given)
  -0.4, -0.1, 12, 8
C1=C(c2ccc3c(c2)CN(Cc2nccs2)CCO3)CCCC1
  1.3, -0.2, 2, 2
COc1ccc(NC(=O)CSc2nc3[nH]ncc3c(=O)n2-c2cccc(Cl)c2)c(OC)c1
  1.7, -0.1, 0, 20
Cc1cn(C2OC(COC(=O)c3ccccc3)C(OC(=O)c3ccccc3)C2OC(=O)c2ccccc2)c(=O)[nH]c1=O (stereo not given)
  0.3, -0.2, 10, 10
CCCCN(CC)Cc1c(C)[nH]c2c(C)cc(C)cc2c1=O
  1.5, 0.5, 7, 10
CN(CC(=O)NCc1ccco1)S(=O)(=O)c1ccc2ccccc2c1
  -0.8, -0.1, -5, 5
CN(CC(=O)NC1CCCc2ccccc21)S(=O)(=O)c1ccc2c(c1)CCC(=O)N2 (stereo not given)
  0.4, 0.2, -14, -2
O=C(O)CCNS(=O)(=O)c1ccc(F)cc1
  1.5, -0.1, -1, 6
O=C(C1CC1)N1CCc2ccccc21
  0.3, 0.5, 12, -2
O=C(CCNS(=O)(=O)c1ccc(Br)s1)Nc1ccc(Cl)cc1
  0.1, 0.1, -3, 2
CC(C)N1CCc2c(sc(NC(=O)c3ccc(S(=O)(=O)N4CCOCC4)cc3)c2-c2nc3ccccc3s2)C1
  -1.7, 0.3, 6, -9
O=c1c2ccccc2nc(SCc2ccccc2F)n1CCc1ccccc1
  -0.9, -0.2, -5, -12
Cc1cc(=O)[nH]c(N/N=C/c2cn(CCC#N)nc2-c2ccc(F)cc2)n1
  -1.1, 0.1, 16, 21
O=C(c1ccc2nc(-c3ccccc3)c(-c3ccccc3)nc2c1)N1CCC(c2ccccc2)C1 (stereo not given)
  1.9, 0.2, 10, 6
O=c1c2cc3c(cc2nc(SCc2ccccc2F)n1Cc1ccco1)OCO3
  0.1, 0.7, 3, -1
Cc1ccc(NC(=O)C2C3CCCC2C3c2ccccc2)cc1 (stereo not given)
  1.0, 0.0, 7, 6
COc1ccc2c(c1)c(CC(=O)SC[C@H](NC(C)=O)C(=O)OCCCCO[N+](=O)[O-])c(C)n2C(=O)c1ccc(Cl)cc1
  0.3, ·, -14, ·
CCOc1ccc(NC(=O)CSc2nnnn2-c2cccc3ccccc23)cc1
  -0.1, 0.3, 22, 20
Oc1ccc(/C=N/Nc2nn[nH]n2)c(O)c1
  0.3, 0.1, 1, -12
Cc1cccc(NC(=O)CCC2CCN(C(=O)C3COc4ccccc4O3)CC2)c1 (stereo not given)
  -0.1, 0.0, -3, 3
CCc1ccc(-n2c(=S)sc3c(=O)n(-c4ccc(F)cc4)c(SCc4ccccc4Cl)nc32)cc1
  -0.3, 0.0, 10, 4
CCc1nc2cc(C)nn2c2nc3ccccc3n12
  -0.6, 0.0, 12, 18
CCN(CC)S(=O)(=O)c1ccc(F)c(C(=O)Nc2cccc(C)c2)c1
  -0.4, 0.3, 2, -50
Cc1cc(C(F)(F)F)c2c(NCC3=Cc4ccccc4OC3)n[nH]c2n1
  0.5, -0.1, 1, -7
COCCNC(=O)c1ccc2nc(N3CCCCC3)sc2c1
  -0.6, -0.1, 1, -64
COC(=O)c1ccc(OCC(O)CNCc2cccc(C(F)(F)F)c2)cc1 (stereo not given)
  2.0, 0.0, 12, -4
CC1C2CC(C(S(=O)(=O)NC(C)(C)C)/C2=N/O)C1(C)C (stereo not given)
  -0.8, -0.1, -3, -1
O=C(N/N=C/c1cccnc1)c1cc(-c2ccccc2)n[nH]1
  2.4, 0.0, -4, -8
COc1ccc2nc(Nc3nnc(-c4cccs4)o3)sc2c1
  -0.1, 0.2, 22, -14

# The list continues.
# Results follow in this order: GPR151 ag, FBW7 activator, MITF primary, TEAD-YAP block
CN(C)C(=O)C(NC(=O)c1ccccc1)=C(Cl)Cl
  -0.2, 0.1, -5, -6
CCN(CC)C(=O)N1CCN(c2ccc(Cl)cc2)CC1
  -0.7, 0.1, 2, -5
OC[C@@H]1CCCN1c1ccnc2c(-c3ccc(Cl)cc3)cnn12
  -1.3, -0.2, 19, 85*
CC1CCCN(Cc2coc3ccc(Cl)cc3c2=O)C1 (stereo not given)
  -0.1, 0.5, 14, -6
Cc1ccc(S(=O)(=O)Nc2ccc3c(c2)c2c(n3S(=O)(=O)c3ccc(C)cc3C)CC(C)(C)CC2=O)c(C)c1
  1.4, -0.3, 6, -3
COc1ccc2nc3ccccc3nc2c1N
  -2.8, -1.2, 13, -53
COc1ccc(C2SCCN2S(=O)(=O)c2ccc3ccccc3c2)cc1[N+](=O)[O-] (stereo not given)
  3.1, -0.2, -19, 3
O=C1N/C(=C/c2ccc3c(c2)OCCO3)C(=O)N1Cc1ccccc1F
  -0.5, -0.3, -7, -11
Cc1ccc(NC(=O)Cn2c(C)c(C#N)c3ccccc32)c(C)c1
  -0.1, 0.6, -3, 15
O=C(Nc1cccc(Cl)c1)c1ccc(F)c(S(=O)(=O)NCc2ccc3c(c2)OCO3)c1
  -0.4, 0.8, 15, 6
O=C(NCCCN1CCCC1=O)c1ccc(-c2ccccc2)s1
  0.3, 0.2, 18, -53
CCC(C)NC(=O)c1sc2nc3n(c(=O)c2c1C)CCCCC3 (stereo not given)
  -1.3, 0.1, 16, -17
Cc1ccc(-n2nc3ccc(NC(=O)c4cc([N+](=O)[O-])ccc4Cl)cc3n2)cc1
  1.5, 0.0, -6, 3
Brc1ccc(CSc2nnc3sc4ccccc4n23)cc1
  -1.0, -0.1, 3, -12
Cn1cc(CC(=O)N2CCN(c3ccccc3)CC2)c2ccccc21
  0.9, -0.1, 17, 6
CC/C=C\C/C=C\C/C=C\C/C=C\CC(O)/C=C/C=C\CCC(=O)O (stereo not given)
  0.3, ·, 12, ·
O=C1CCc2cc(S(=O)(=O)N3CCN(C(=O)C45CC6CC(CC(C6)C4)C5)CC3)cc3c2N1CCC3
  -0.3, 0.1, 12, 6
CCOC(=O)c1c(NC(=O)c2cc([N+](=O)[O-])ccc2N2CCOCC2)sc2c1CCC2
  2.5, -0.1, -6, -2
COc1cccc(-n2c(=S)sc3c(=O)n(-c4ccc(F)cc4)c(SCC4OCCO4)nc32)c1
  -0.6, -0.1, 11, 1
CCC(C)NC(=O)Cn1nnc(-c2cccnc2)n1 (stereo not given)
  -1.0, 0.2, 41, 11
Cc1nn(CC(=O)N2CCCC2)c(=O)c2ccccc12
  1.1, 0.4, 14, 6
COCCNc1ccc2ncc(-c3cccs3)n2n1
  -0.8, 0.0, -17, 37*
CCCn1c(=S)[nH]c2ccccc2c1=O
  -0.9, -0.1, -4, 10
Cc1nc(C)n(-c2ccc(Nc3cc(-c4nn(-c5ccc(C#N)cc5)cc4-c4ccccc4)ccn3)cc2)n1
  -2.3, 0.6, 18, 42*
Cc1ccc(NCC(O)Cn2c3ccc(Br)cc3c3cc(Br)ccc32)cc1 (stereo not given)
  -0.2, -0.1, -7, 11
CC1CC1C(=O)N1CCN(c2ccc(C(F)(F)F)cc2[N+](=O)[O-])CC1 (stereo not given)
  0.7, 0.0, 12, -6
O=c1oc2cc(Br)ccc2n1C(c1ccccc1)(c1ccccc1)c1ccccc1
  -1.5, 0.6, 12, -5
O=C(c1ccco1)N1N=C(c2ccc(O)cc2)CC1c1ccco1 (stereo not given)
  -0.6, 0.1, -24, -8
Oc1ccc(Cl)cc1C1CC(c2cccc(Br)c2)=NC(c2ccc(F)c(Br)c2)N1 (stereo not given)
  2.0, -0.1, -8, 14
CC(=O)c1cccc(-c2nccc(NCc3ccccc3)n2)c1
  1.3, 0.0, 0, -57

# (next part)
# Results follow in this order: GPR151 ag, FBW7 activator, MITF primary, TEAD-YAP block
CCOC(=O)N1CCN(c2c(Nc3cc(C)[nH]n3)c(=O)c2=O)CC1
  1.8, 0.1, 1, 2
Cc1cccc(C(=O)N[C@H]2C[C@H]3C(=O)N[C@@H](Cc4ccccc4)C(=O)N3C2)c1
  0.3, -0.1, 6, 15
COc1ccc(N2CCN(c3ncnc4sc(C(=O)Nc5ccc(C)c(Cl)c5)c(C)c34)CC2)cc1
  0.4, 0.0, 2, -4
Cc1ncc(CN2CCCC(CNS(=O)(=O)c3cccc4cccnc34)C2)s1 (stereo not given)
  2.1, 0.0, -11, 10
O=C(CC1Oc2ccc(Cl)cc2NC1=O)NC1CC1 (stereo not given)
  -0.6, 0.2, -2, 1
CCOC(=O)N1CCN(C(=O)c2sc3ncnc(N(C)c4ccccc4)c3c2C)CC1
  -0.2, -0.1, 3, -10
Clc1cccc(Cl)c1NC1=NCCN1
  -1.6&1.0&-2.6&0.5&2.5&-0.5, 0.2&0.0&0.1&0.0&0.0&0.0, 11&-11&4&0&3&11, 7&2&-9&-12

# Assay outcomes (PubChem BioAssay)
